High-throughput results deposited in PubChem BioAssay by National Center for Advancing Translational Sciences (NCATS).
ELG1 repair inh – blocks ELG1-dependent DNA repair in HEK293T cells | HEK293T ELG1-luciferase reporter, luminescence, 16 h; DNA damage induced by 5-fluorouridine | Potency, µM (doses to about 46.1 µM), without a hit: at the highest dose activity change, negative = inhibition, hits mostly inhibitors | hit rate 2.3% among 330,000 | AID 504467; further: potency means the concentration at half of the fitted maximal effect; on the % scale 0 is the no-effect control and ±100 the full control effect; nearly all actives have a fitted effect of over 55% in size
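DMSO vehicle served as the neutral condition. Each well held 2,000 cells given 5-fluorouridine plus compound; after 16 hr at 37 °C/5% CO2, ONE-Glo was added and luciferase measured 30 min later.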
hERG WT inh – blocks the wildtype human KCNH2 potassium channel. Q12809. U2OS, BacMam KCNH2, thallium flux FluxOr; stronger effect = lower value. activity change, % at 1.84 µM. hit rate 0.37% among 340,000. AID 720551;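 active means maximum activity change below -70%; inconclusive means maximum activity change between -70% and -50%; inactive means maximum activity change above -50%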; further: on the % scale 0 is the no-effect control and ±100 the full control effect
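U2OS cells transduced with wild-type KCNH2 virus are loaded with FluxOr dye for 45 min, and thallium flux is measured in kinetic reads before and after stimulation buffer. Rate constants are normalized to DMSO controls.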
KCNH2 3.1 inh – blocks the human KCNH2 3.1 channel isoform. activity change, % (tested at about 1.8 µM). U2OS KCNH2 3.1, thallium flux FluxOr; stronger effect = lower value. hit rate 0.95% among 340,000;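 active means maximum activity change below -70%; inconclusive means maximum activity change from -70% to -50%; inactive means maximum activity change above -50%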;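 further: thallium influx rate constant from kinetic fluorescence after stimulation buffer; on the % scale 0 is the no-effect control and ±100 the full control effect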
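Kinetic fluorescence (2 min after stimulation buffer) measures Tl+ influx through KCNH2 3.1 expressed by viral transduction in U2OS cells; the rate constant is normalized against DMSO controls serving as positive and negative references.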
A-T KAP1 phos – candidate therapy for ataxia-telangiectasia; […] A-T fibroblasts, KAP-1 phosphorylation AlphaLISA; neocarzinostatin DNA damage 30 min before lysis; Potency, µM (doses to about 57.5 µM), inactives show at the top dose activation, actives largely listed as activators; hit rate 0.19% among 320,000; further: potency means the concentration at half of the fitted maximal effect; % of control where 0% means no effect; nearly all actives have a fitted effect of over 45% in size
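hTERT-immortalized A-T patient fibroblasts ([…]), 500 cells/well in OPTI-MEM, 1% FBS, got compounds for 60 min, then NCS for 30 min at 37C. Lysates were then assayed for phospho-KAP-1 by AlphaLISA (anti-pKAP1 donor, anti-KAP1 acceptor beads), 6 hr at 25C.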
Mito fusion yeast – inhibitors of mitochondrial division or activators of mitochondrial fusion | S. cerevisiae fusion-defective mutant growth rescue, CellTiterGlo 48 h | Potency, µM (highest dose often 46.1 µM), inactives show at the top dose growth rescue (activation), usual class: activators | hit rate 0.23% among 320,000 | AID 485298;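 further: potency means the concentration at half of the fitted maximal effect; % of control where 0% means no effect; nearly all actives have a fitted effect of over 45% in size; temperature-sensitive fusion mutants such as fzo1-1 at 37 °C on non-fermentable ethanol glycerol medium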
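Luminescent cell viability in 1536-well qHTS format served as the measure of rescued growth in ts fusion-mutant S. cerevisiae cultured on non-fermentable YPEG for 48 hours at 37C.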
Eya2 inh – Eya2 (human) phosphatase inhibition | hit rate 0.006% among 330,000 | recombinant Eya2, OMFP fluorescence dephosphorylation (OMFP is methylfluorescein phosphate) | AID 488837 | O00167 | Potency, µM (titrated, usually from 76.9 µM), inactives show top-dose activity, negative = inhibition, usual class: inhibitors; further: potency means the concentration at half of the fitted maximal effect; on the % scale 0 is the no-effect control and ±100 the full control effect
Target sequence (O00167 whole entry, looked up): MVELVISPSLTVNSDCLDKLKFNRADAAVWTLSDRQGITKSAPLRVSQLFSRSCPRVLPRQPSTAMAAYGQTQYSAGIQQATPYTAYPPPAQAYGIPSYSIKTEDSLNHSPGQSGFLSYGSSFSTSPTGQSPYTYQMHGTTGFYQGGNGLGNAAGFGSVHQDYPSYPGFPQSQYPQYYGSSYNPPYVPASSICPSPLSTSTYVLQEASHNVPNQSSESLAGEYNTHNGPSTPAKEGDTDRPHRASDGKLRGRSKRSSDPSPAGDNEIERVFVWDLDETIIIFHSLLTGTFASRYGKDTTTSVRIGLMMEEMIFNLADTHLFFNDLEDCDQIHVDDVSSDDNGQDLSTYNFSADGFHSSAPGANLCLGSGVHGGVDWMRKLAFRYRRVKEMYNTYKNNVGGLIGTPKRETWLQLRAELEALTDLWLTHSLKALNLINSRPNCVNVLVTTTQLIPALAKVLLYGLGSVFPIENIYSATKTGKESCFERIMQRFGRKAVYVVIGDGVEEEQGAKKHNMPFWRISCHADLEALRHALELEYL
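Eya2 protein (added as 0.2 uM solution) was preincubated with compound for 10 min at ambient temperature in 50 mM HEPES pH 7.5, 50 mM NaCl, 5 uM MgCl2, 0.05% BSA, 1 mM DTT. OMFP (added at 50 uM) then reacted 10 min; fluorescence read at 485/525 nm.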
TCR act – activates T cell receptor signaling; primary human leukocytes, anti-CD3, IL-2 HTRF, 48 h; Potency, µM (highest dose often 9.22 µM), without a hit: at the top dose activation of IL-2 secretion, hits mostly activators; 330,000 tested, under 10 active; AID 504894; further: % of control where 0% means no effect
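IL-2 produced over 48 hr by a-CD3 bead-stimulated primary human leukocytes exposed to compounds was detected with a homogeneous time-resolved FRET immunoassay, 665nm acceptor signal after 320nm excitation.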
USP2a inh – inhibitors of human ubiquitin-specific protease USP2a; O75604; USP2 core, Ub-CHOP2 coupled fluorogenic reporter, 485/531; Potency, µM (series often up to 38.3 µM), inactives show at the top dose activity change, negative = inhibition, hits mostly inhibitors; hit rate 0.01% among 330,000;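 further: potency means the concentration at half of the fitted maximal effect; plate controls were DMSO wells for no effect and full inhibition by NEM control for full effect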
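USP2 core (10nM final) preincubated 30min RT with compound in 20mM Tris-HCl pH 8.0, 2mM CaCl2, 2mM beta-mercaptoethanol, 0.05% CHAPS; 25nM Ub-CHOP2 plus 25nM reporter substrate added, fluorescence (Ex485/Em531) read after 60min.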
TSHR antagonist – human thyrotropin receptor antagonism | P16473 | TSHR-expressing cells, TSH-stimulated cAMP HTRF, 2 h; stronger effect = lower value | activity change, negative = inhibition, % at 11.5 µM | hit rate 0.2% among 330,000 | AID 504810;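 active means activity change below a set negative limit, meaning inhibition stronger than a set level, cut at about -70% in these data; inconclusive means activity change between two set negative limits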; further: on the % scale 0 is the no-effect control and ±100 the full control effect
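Read-out is FRET at 665 nm (cryptate excitation 337 nm) from a cryptate-tagged anti-cAMP antibody, competed by cell cAMP against cAMP-d2. Compounds are tested on freshly harvested TSHR cells challenged with 4nM TSH (EC80) for 2 hours at 37 deg C.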
TRPV1 ag – agonists of human vanilloid receptor 1 (TRPV1). Q8NER1. TRPV1-expressing cells, Fluo-8 calcium influx, agonist mode. activation, % at 8.33 µM. hit rate 0.19% among 320,000. AID 540275; in the data active means activation above about 80%; inconclusive means between about 30% and that limit; further: 0% is about no effect
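Cells expressing TRPV1 were dye-loaded with Fluo-8 and read kinetically: 10 s baseline, 3 min after compound (agonist portion), then 2 min after EC20 capsaicin (allosteric enhancer portion). Calcium-bound dye fluorescence at 480/520 nm.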
* hit, by the source's call; ? = inconclusive; / = not tested or not shown; [ ] = remark or other dose. Unless noted, the call rests on the fitted dose curve; in most records, active means well fitted curve in the direction sought with a large enough effect; inconclusive means small, poorly fitted or top-dose-only effect, or another doubt; inactive means no such curve, though single readings can be large; an effect the other way counts as inactive or inconclusive. An excerpt; count on the stated rates, not on these rows.

smiles	TRPV1 ag	KCNH2 3.1 inh	hERG WT inh	Eya2 inh	TSHR antagonist	TCR act	USP2a inh	Mito fusion yeast	ELG1 repair inh	A-T KAP1 phos
O=C(c1ccc(S(=O)(=O)N2CCCCC2)cc1)N1CCc2ccccc2C1	21	-3	9	4%	-7	-4%	2%	9%	?	-3%
CCCCCn1c(CN2CCN(c3cccc(Cl)c3)CC2)nc2c1c(=O)[nH]c(=O)n2C	-1	-45	-28	-5%	-14	12%	-4%	?	?	-5%
CC1CCN(C(=O)Cn2cc([N+](=O)[O-])ccc2=O)c2ccccc2S1 (configuration not stated)	/	27	3	0%	-2	6%	4%	/	-11%	-6%
O=C(Nc1ccc(Br)cc1)C1CCC(=O)N1Cc1ccccc1Cl (configuration not stated)	2	-2	-94*	14%	-4	4%	1%	3%	5%	2%
CCN1C=CC2=C(C#N)C(N)C(C#N)(C#N)C(c3ccccc3C(F)(F)F)C2C1 (configuration not stated)	7	3	-2	2%	-16	-2%[46.1 µM]	13%	1%	3%	4%
Cc1cc(=O)n2c(sc3ccccc32)c1C#N	1	24	-1	8%	5	11%	2%	3%	6%	5%
C[C@]12C=CC(=O)C=C1CC[C@@H]1[C@@H]2[C@@H](O)C[C@@]2(C)[C@H]1CC[C@]2(O)C(=O)COC(=O)CCC(=O)NCCc1ccc(O)cc1	3	0	12	3%	-7	-8%	0%	5%	5%	12%
CCOC(=O)Cn1nc2sc3ccccc3n2c(=O)c1=O	-2	1	5	-6%	-4	-7%	2%	-4%	-2%	-3%
O=C(CCS(=O)(=O)c1cccc2nonc12)Nc1cccc2c1CCCC2	?	0	-6	-27%	-1	-26%	2%	-4%	10%	8%
CNC(=O)c1sc(NCc2ccccc2OC)nc1C	0	10	-5	0%	3	0%	1%	-7%	?	-9%
COCCCNC(=O)Cn1c(=O)n(Cc2ccc(C(=O)NCCc3ccc(OC)c(OC)c3)cc2)c(=O)c2ccccc21	-2	2	-1	2%	-2	-4%	14%	6%	?	-2%
Cc1nn(Cc2ccc(Cl)cc2Cl)c(C)c1NC(=O)c1ccc(COc2cc(Cl)ccc2Cl)o1	3	-28	0	6%	-35	6%	-1%	-2%	?	0%

smiles	TRPV1 ag	KCNH2 3.1 inh	hERG WT inh	Eya2 inh	TSHR antagonist	TCR act	USP2a inh	Mito fusion yeast	ELG1 repair inh	A-T KAP1 phos
COC(=O)c1cc(-c2ccc(Cl)cc2)n[nH]1	2	8	/	-20%	0	-7%	0%	6%	?	3%
Cc1ccc(C(=O)/C=C/c2ccc3ncccc3c2)cc1	-3	-13	-10	-6%	15	-4%	-5%	-19%	?	34%
O=c1cc(CN2CCCCC2)nc(C2CC2)[nH]1	2	8	3	0%	-3	0%	0%	-11%	6%	3%
COc1ccc(CCNC(=S)N(C)C)cc1OC	1	3	1	20%	0	2%	-1%	2%	13%	-3%
CC(NC(=O)CSc1nc2ccccc2n1CCC#N)c1ccc(F)cc1 (configuration not stated)	-1	-9	-3	12%	11	-3%	1%	0%	-4%	/
Cn1ccnc1SCC(=O)Nc1cccc(C(F)(F)F)c1	1	-10	-34	-2%	-7	-2%	1%	-6%	?	-6%
C=CC[C@H](CC(=O)N(CCO)Cc1ccccc1)C(=O)N[C@H](COC(=O)[C@H](CC=C)CC(=O)OC(C)(C)C)Cc1c[nH]c2ccccc12	/	4	-2	-5%	-7	5%	-13%	/	21µM*	-3%
CC(=O)Nc1c2c(nn1-c1cccc(Cl)c1)CS(=O)(=O)C2	1	3	-13	9%	-18	-3%	2%	4%	3%	-3%
C=CCN(C(=O)COC(=O)c1cc[n+]([O-])cc1)c1nc(-c2ccccc2)cs1	/	5	4	-2%	3	-10%	-1%	/	?	1%
Cc1nn(-c2ccccc2)c(C)c1C(=O)OC(C)C(=O)Nc1ccc(C(N)=O)cc1 (configuration not stated)	/	4	-2	-7%	-3	-8%[46.1 µM]	1%	/	-11%	11%
COCC(=O)Nc1sc2c(c1C(=O)OC)CCC(C)C2 (configuration not stated)	-6	23	-5	-22%	7	0%	-5%	25%	2%	8%
CN(CC(=O)Nn1cnnc1)S(=O)(=O)c1ccccc1	3	3	4	3%	-1	2%	1%	1%	0%	-1%

smiles	TRPV1 ag	KCNH2 3.1 inh	hERG WT inh	Eya2 inh	TSHR antagonist	TCR act	USP2a inh	Mito fusion yeast	ELG1 repair inh	A-T KAP1 phos
Cc1cc(NC(=O)CN2C(=O)[C@@H]3[C@H](C2=O)[C@@H]2C[C@H]3C(Br)C2Br)no1 (some centres not stated)	/	-8	0	1%	-10	0%	-1%	-3%	19%	4%
Cc1cccc(C(=O)Oc2ccc(/C=N/NC(=O)c3ccncc3)cc2)c1	3	?	7	4%	4	2%	2%	2%	10%	4%
Cc1cc(NS(=O)(=O)c2ccc(NC(=S)NC(=O)c3ccccc3)cc2)no1	-1	-17	-20	-9%	-10	-6%[46.1 µM]	-5%	-2%	?	0%
COc1ccc2cc(-c3[nH]ncc3CN3C[C@@H]4CCC[C@H]3C4)ccc2c1	2	-31	17	3%	-6	-21%	1%	0%	?	5%[11.5 µM]
CCOC(=O)c1c(C)c(C(=O)NCCN2CCOCC2)c(C)n1C	4	-3	0	-2%	25	-1%[46.1 µM]	1%	-2%	5%	-1%
CCC(=O)Nc1nc2ccccc2n1CCN1CCOCC1	-1	16	-12	12%	7	2%	-2%	-3%	8%	15%
COc1ccc(CCC(=O)N2CCN(c3ccc(OC)cc3)CC2)cc1	19	1	-9	0%	-11	-2%	0%	5%	-1%	8%
O=C1C2C3C=CC(C3)C2C(=O)N1c1cccc(N2C(=O)C3C4C=CC(C4)C3C2=O)n1 (configuration not stated)	0	26	17	6%	10	-1%	4%	-1%	5%	-9%
O=C(COC(=O)C1=COCCO1)Nc1ccccc1OC(F)F	0	14	-6	-4%	-2	7%	1%	3%	-13%	-1%
CC(=O)CSc1nc(C(F)(F)F)cc(=O)n1-c1ccccc1	1	30	-9	8%	-5	2%	0%	0%	1%	-6%
COc1ccccc1C(=O)N1CCCC1(C#N)c1ccccc1 (configuration not stated)	6	3	5	-19%	-2	-7%	0%	3%	-13%	2%
O=C(COc1ccc(S(=O)(=O)N2CCOCC2)cc1Cl)NCCCn1ccnc1	-1	6	3	2%	-1	-6%	0%	-3%	4%	-5%

smiles	TRPV1 ag	KCNH2 3.1 inh	hERG WT inh	Eya2 inh	TSHR antagonist	TCR act	USP2a inh	Mito fusion yeast	ELG1 repair inh	A-T KAP1 phos
COC(=O)c1cc(C(=O)OC)n(Cc2ccc(F)cc2)c1C	1	-20	-4	-6%	-16	8%	0%	11%	-6%	10%
COc1ccc(C(=O)/C=C2/Sc3cc4c(cc3N2C)OCO4)cc1	3	-16	-8	-11%	6	10%[46.1 µM]	2%	4%	?	5%
Cc1sc2nc(SCC(=O)NCCCO)n(-c3ccccc3)c(=O)c2c1C	-1	-4	2	13%	18	-1%	1%	0%	40%	18%
COc1ccc(C2/C=C\CN(S(=O)(=O)c3ccc4ccccc4c3)CC(=O)N2Cc2ccc(F)cc2)cc1 (configuration not stated)	11	14	12	-3%	7	14%	4%	10%	-16%	?
COc1ccc(NC(=O)CNC(=O)c2nn(-c3ccc(OC)cc3OC)c(=O)c3ccccc23)c(OC)c1	1	-8	-9	3%	-6	0%	2%	6%	?	-3%
CCOC(=O)C1CCN(Cc2ccc(O)c3ncccc23)CC1	-1	7	11	2%	-5	4%	1%	-7%	?	3%
Cc1ccc(NC(=O)C(C)Sc2nnc(C3CC3)n2C2CC2)cc1S(=O)(=O)N1CCOCC1 (configuration not stated)	-2	3	-5	-6%	12	-2%	3%	0%	?	-4%
NNC(=O)c1nn(-c2ccc(Cl)cc2)cc1O	-1	-4	-8	?	-16	-1%	4%	0%	-12%	2%
CCc1ccc(S(=O)(=O)Nc2cc3c(cc2N2CCCCC2)n(C)c(=O)c(=O)n3C)cc1	9	-8	0	2%	-9	2%	2%	-5%	6%	4%
O=C(CN1CCN(Cc2ccc(Cl)cc2)CC1)N/N=C/c1cccc(F)c1	-1	?	19	5%	4	2%	-2%	-4%	?	-3%
Cc1c(O)c2cccnc2[nH]c1=O	-3	-16	-20	-3%	0	0%[46.1 µM]	1%	-2%	10%	3%
CCc1cc(-c2n[nH]c(C)c2Oc2ccc(C(C)C)cc2)c(O)cc1O	2	1	1	-28%	-2	-1%	-17%	-12%	4%	2%
CCc1ccccc1NC(=O)C1=CC(c2ccc(OC)c(OC)c2)=NS(=O)(=O)N1C	2	-11	-1	12%	3	4%	0%	2%	-11%	-2%
O=C1NC[C@H](c2ccccc2)OC(=O)[C@@H](Cc2ccc(F)cc2)C/C=C\C[C@H]1CC(=O)N(CCO)Cc1ccccc1	/	-50	22	-25%	-13	1%	-3%	/	2.6µM*	-7%
